Compound activity deposited in PubChem BioAssay by several laboratories.
PG9 binder – binders of HIV-1 gp120 antibody PG9, primary screen, biochemical, TR-FRET | TR-FRET gp120-PG9 antibody binding | inhibition, % at 6.7 µM | 360,000 tested, 0.43% active | AID 624416, 2012; in the data active means inhibition above about 8.5%
TDP2 absorb – human TDP2 enzyme inhibitors, primary screen, biochemical, epi absorbance, recombinant enzyme. Tyrosyl-DNA phosphodiesterase 2 (Homo sapiens), O95551. T5PNP hydrolysis, p-nitrophenol absorbance 415 nm. inhibition, % at 12.8 µM. 370,000 tested, 0.34% active;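 active means inhibition above the mean of all tested compounds plus 3 SD, set per campaign, cut at about 25% in these data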;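 further: 0% = DMSO with enzyme and 100% = buffer with substrate but no TDP2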
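System – recombinant human TDP2 · Quantity – TDP2 enzyme at 120 nM final · Doses – single concentration, 12.8 µM nominal, with 1% DMSO · Incubation – 2 h at 37 °C · Measured by – epi absorbance of p-nitrophenol freed from T5PNP by hydrolysis · Read-out – % inhibition relative to enzyme-containing and enzyme-free wells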
HTRA1 inhibitor – HTRA1 serine protease inhibitors, primary screen, biochemical, fluorescence polarization, HTS; recombinant HTRA1, FP-rhodamine activity-based probe; 340,000 tested, 0.5% active; inhibition, % at 5.96 µM; in the data active means inhibition above about 36%;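 further: 0% = enzyme with DMSO and 100% = wells lacking enzyme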
Target sequence (Q92743 whole entry, looked up): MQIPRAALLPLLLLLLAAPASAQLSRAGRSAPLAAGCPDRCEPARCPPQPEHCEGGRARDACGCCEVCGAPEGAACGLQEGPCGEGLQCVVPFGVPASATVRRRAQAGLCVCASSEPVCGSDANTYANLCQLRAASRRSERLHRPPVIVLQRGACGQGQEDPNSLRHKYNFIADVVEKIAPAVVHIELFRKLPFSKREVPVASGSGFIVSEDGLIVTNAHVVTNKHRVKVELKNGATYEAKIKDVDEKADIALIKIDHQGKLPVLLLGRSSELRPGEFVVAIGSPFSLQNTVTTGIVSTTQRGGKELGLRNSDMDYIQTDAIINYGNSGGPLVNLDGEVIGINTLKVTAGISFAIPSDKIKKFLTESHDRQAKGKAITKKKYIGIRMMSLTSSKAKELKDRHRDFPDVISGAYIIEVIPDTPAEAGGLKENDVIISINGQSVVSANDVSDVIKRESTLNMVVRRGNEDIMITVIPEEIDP
Rev-erbA mod – modulators of Rev-erb alpha DNA binding, primary screen, biochemical, FITC-DNA, fluorescence polarization, uHTS. activity, % at 10 µM. AID 1259318, 2017. Rev-erbα–FITC-DNA binding, 90 min. Nuclear receptor subfamily 1 group D member 1 (Homo sapiens), P20393. 370,000 tested, 0.79% active;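 active means activity above about 14%, limit read from the data; passing the limit was not always enough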;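 further: 0% = DMSO wells with 35 nM protein and 100% = DMSO wells with 750 nM protein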
TCR-CD3 inh – inhibitors of human TCR-CD3 interaction, primary screen, biochemical, fluorescence, TAMRA-labeled TCR probe. 360,000 tested, 0.37% active. T-cell receptor (TCR). inhibition, % at 9.4 µM. AID 651800, 2012; in the data active means inhibition above about 19%;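 further: recombinant mutant TCR 2C K166C tagged with TAMRA read by polarization; 0% = receptor in buffer alone and 100% = receptor with positive control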
rCAG binder – binders of r(CAG) RNA repeats, primary screen, biochemical, fluorescence; inhibition, % at 3 µM; r(CAG) RNA repeat, TO-PRO-1 dye displacement fluorescence; 370,000 tested, 1.3% active; AID 651821, 2012;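 active means inhibition above the plate cutoff, the mean of all test compounds on that plate plus 3 SD, cut at about 35% in these data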;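 further: 0% = DMSO alone and 100% = 100 µM mitoxantrone as full dye displacement; higher means more dye released from RNA so lower well fluorescence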
SIAE primary – human SIAE inhibitors, primary screen, biochemical, fluorescence polarization, FP-Rh probe, 1536-well HTS. Sialate O-acetylesterase (Homo sapiens), Q9HAT2. SIAE FP-Rh probe binding. inhibition, % at 9.66 µM. 370,000 tested, 0.69% active;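 active means inhibition above a cutoff: mean of compounds within the control limits plus 3 SD of those, cut at about 17% in these data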;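 further: 0% = plate median of compound wells and 100% = probe without SIAE protein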
Target sequence (Q9HAT2 whole entry, looked up): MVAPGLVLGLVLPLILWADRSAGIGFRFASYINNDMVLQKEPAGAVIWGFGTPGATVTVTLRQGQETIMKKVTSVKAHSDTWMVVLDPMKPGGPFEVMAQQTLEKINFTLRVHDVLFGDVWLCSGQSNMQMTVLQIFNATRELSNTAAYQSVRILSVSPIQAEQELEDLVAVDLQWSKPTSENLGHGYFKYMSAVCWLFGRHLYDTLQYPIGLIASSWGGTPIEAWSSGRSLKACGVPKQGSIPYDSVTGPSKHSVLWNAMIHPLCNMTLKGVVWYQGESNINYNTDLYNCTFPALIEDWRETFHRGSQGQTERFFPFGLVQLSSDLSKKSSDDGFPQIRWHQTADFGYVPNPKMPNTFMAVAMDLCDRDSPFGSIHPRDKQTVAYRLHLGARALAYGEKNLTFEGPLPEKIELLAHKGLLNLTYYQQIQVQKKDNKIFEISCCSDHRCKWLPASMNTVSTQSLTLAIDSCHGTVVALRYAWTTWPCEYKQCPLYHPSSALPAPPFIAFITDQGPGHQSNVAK
PRMT1 FP inh – PRMT1 methyltransferase inhibitors, primary screen, biochemical, fluorescence polarization; 370,000 tested, 1.3% active; recombinant PRMT1, activity-based probe fluorescence polarization; Protein arginine N-methyltransferase 1 (Homo sapiens), Q99873; AID 652257, 2013; inhibition, % at 2.79 µM;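 active means inhibition above about 21% made by adding two undisclosed values, limit read from the data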
ABHD4 inh – ABHD4 inhibitors, primary screen, biochemical, fluorescence polarization, mouse. (Lyso)-N-acylphosphatidylethanolamine lipase (Mus musculus), Q8VD66. purified mABHD4, FP-Rh probe fluorescence polarization. inhibition, % at 8.92 µM. 370,000 tested, 0.54% active;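 active means inhibition exceeding the mean over every tested compound plus 3 SD, cut at about 30% in these data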;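 further: 0% = plate median of compound wells and 100% = S159A mutant with DMSO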
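system = mouse ABHD4 enzyme, wild type | medium = HEPES pH 7.0, NaCl, Pluronic buffer | also added = FP-Rh probe | incubation = Enzyme–compound pre-incubation 45 min, then probe 60 min, both 25 °C | technique = fluorescence polarization, excitation 525 nm, emission 598 nm, BODIPY TMR filters | controls = S159A mutant high control, sample median low control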
LEDGF integ inh – blockers of LEDGF/p75-dependent integrase strand transfer – biochemical, TR-FRET, high throughput, primary screen; 370,000 tested, 0.64% active; HIV-1 integrase (with human LEDGF/p75); inhibition, % at 3.7 µM; TR-FRET IN-LEDGF/p75 DNA integration, Eu/Cy5;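 active means inhibition above the screen-wide mean plus 3 SD, cut at about 13% in these data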;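 further: signal is the Cy5 over europium emission ratio at 671 and 618 nm; 0% = plate median of compound wells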
Numbers without * were called inactive; . = not tested or not shown. An excerpt. The share of hits here may be higher or lower than overall.

SMILES	PG9 binder	TDP2 absorb	HTRA1 inhibitor	Rev-erbA mod	TCR-CD3 inh	rCAG binder	SIAE primary	PRMT1 FP inh	ABHD4 inh	LEDGF integ inh
CCOc1ccc(NC2=CC(=O)CC(c3ccco3)C2)cc1 (stereo not given)	-1.6	3	-4	-4	2	-4	5	-2	13	2
O=C(NCCc1cccc(F)c1)c1cc2ccccn2n1	.	6	.	3	.	0	-2	0	-4	0
Nc1nc(SCC(=O)c2cc(F)ccc2F)n[nH]1	-0.4	-8	2	2	-4	7	13	1	0	-2
CCC(CC)NC(=O)c1ccccc1Oc1ccccc1	0.4	-2	-11	-2	-5	-10	5	1	7	-1
CCCCNc1c(-c2ccccn2)nc2nc(C)cc(C)n12	-2.2	-5	.	-1	-11	3	7	-3	-4	2
Cc1cccc(-c2nc3ccccc3c(=O)n2N)c1	-3.0	10	1	-8	3	0	-3	1	-3	7
CCn1nc(C(=O)NNC(=O)C2CSC3(C)CCC(=O)N23)c2ccccc2c1=O (stereo not given)	-1.9	0	2	-2	4	-1	-2	-3	-2	6
CCC(=O)NCCc1nc2cc(NC(=O)COc3ccccc3)ccc2n1C	0.9	8	-4	1	-4	-6	5	-2	-11	-1
CCn1c(CNC(=O)c2ccccc2)nc2ccccc21	-1.3	1	-6	4	2	-1	-2	-2	5	2
Cc1cc(C(=O)N2CCCC(N3CCN(c4cccc(C(F)(F)F)c4)CC3)C2)nn1C (stereo not given)	-0.5	1	-4	0	2	-10	6	0	-1	1
Cc1cc(NC(=O)CSc2nc3ccccc3n2CC(=O)N2CCCCC2)no1	3.7	11	-4	4	2	-2	1	1	0	1
CCC(C)NC(=O)NC(=O)N(C1CCCCC1)S(C)(=O)=O (stereo not given)	-1.6	1	0	-8	-6	-1	0	0	-1	-1
Cc1ccc(S(=O)(=O)N(CC(=O)N=Nc2c(O)[nH]c3ccccc23)c2ccc(C)c(C)c2)cc1	-2.5	-9	-82	5	-1	20	-53	1	-36	3
CC(c1ccco1)N(C(=O)c1ccccc1NS(=O)(=O)c1ccc(Cl)cc1)c1ccccn1 (stereo not given)	0.4	-3	-2	5	-3	24	3	0	9	2
COc1ccc(-c2noc(CSc3nnc(Cc4ccccc4)n3-c3cccc(C)c3)n2)cc1OC	-0.2	0	-37	-2	4	-4	-6	-1	-12	0
CCN(CC(=O)Nc1ccc(NC(C)=O)cc1)C(=O)Cc1ccc(S(=O)(=O)N2CCOCC2)s1	2.7	1	1	1	1	4	-2	3	0	1
CCOC(=O)c1c(C)n(C)c2ccc(OC)c(NC(=O)CN3CCC(C(=O)OCC)CC3)c12	-1.4	6	2	-5	5	-8	9	-5	5	-2
COc1ccc(CNC(=O)Cn2cc(C(F)(F)F)ccc2=O)cc1	-2.1	4	2	1	9	0	-1	-1	0	0
CCN(C(=O)Cc1c(C(=O)O)[nH]c2ccccc12)c1cc(OC)ccc1OC	-0.5	-2	4	-4	7	24	-4	1	10	-4
CCn1cc(C2=NOC(C(=O)Nc3cc(OC)c(Cl)cc3OC)C2)c(C)n1 (stereo not given)	-0.8	-9	5	3	-1	1	1	0	-6	1
COc1ccccc1N/C(=N/S(=O)(=O)c1ccc(Cl)cc1)c1ccccc1	-0.3	8	-7	0	-4	-2	0	-2	1	-4
COc1ccc(OC)c(NC(=O)CNC(=O)Cn2cnc3ccccc3c2=O)c1	-1.2	8	1	1	4	-2	4	-1	1	-2
COc1ccccc1CCNC(=O)C(=O)NCC1OCCN1S(=O)(=O)c1cc(F)ccc1F (stereo not given)	-1.5	8	-4	7	7	5	0	12	0	-1
Cc1ccccc1OCC(=O)O/N=C(\N)Cc1cccs1	-0.2	-1	-7	3	-1	-4	16	-2	-7	4
CCc1ccc(/C=C2\CN(CC)Cc3c2nc2ccccc2c3C(=O)O)cc1	-1.5	-2	9	1	-4	14	10	0	10	2
The listing continues:
SMILES	PG9 binder	TDP2 absorb	HTRA1 inhibitor	Rev-erbA mod	TCR-CD3 inh	rCAG binder	SIAE primary	PRMT1 FP inh	ABHD4 inh	LEDGF integ inh
Cc1nnc(SCC(=O)Nc2ccccc2F)n1Cc1ccco1	-2.8	-14	2	-1	8	0	0	-3	3	1
COc1ccc(OCC(=O)N(Cc2ccc(C)o2)C2CCS(=O)(=O)C2)cc1 (stereo not given)	-1.9	9	3	4	5	-4	-2	2	1	1
Cc1nc(NC(=O)COC(=O)C2CC3CCCC(C2)C3=O)c(Cl)cc1Cl (stereo not given)	0.8	6	3	-9	-3	4	-7	2	-3	-4
O=C(NCc1cccs1)C1CC(O)CN1C(=O)Nc1ccccc1 (stereo not given)	-0.1	-2	8	0	6	-1	-5	0	1	0
COc1cc(NC(=O)c2cccc(Cl)c2)ccc1NC(=O)c1cccs1	0.9	-4	-30	-3	5	3	-1	-2	-2	3
Cc1cc(NS(C)(=O)=O)c(=O)n(Cc2c(F)cccc2Cl)c1	-3.1	-7	9	-5	11	-3	6	1	-5	2
O=C(NCc1ccco1)C(=S)N1CCCC1	-1.2	-6	1	-1	5	-2	-11	-4	4	4
COc1cccc(/C=C/C(=O)OCC(=O)NCc2ccc(Cl)cc2)c1	0.1	3	-3	1	-3	-6	-5	2	-2	-5
CCOC(=O)C1(C)Oc2ccc(S(=O)(=O)CC)cc2NC1=O (stereo not given)	-1.4	-8	4	-5	2	0	-7	6	-6	0
C=CCN1C(=O)[C@@H](CC(=O)NCc2cccs2)[C@]2(C(=O)OCC)CCCCC/C=C/12	.	6	.	0	.	1	11	-1	0	-1
COc1ccc(-c2csc3ncnc(Nc4ccc(O)cc4)c23)cc1	0.5	20	11	0	7	5	5	4	10	-4
O=C1NC[C@@H](CCCCN2C[C@H](Cc3ccccc3)N(CC3CCCCC3)C(=O)C2=O)N(CCc2ccccc2)C1=O	0.6	2	.	2	1	0	-4	2	5	0
COc1ccc(C2C(C(C)=O)=C(O)C(=O)N2CCc2ccccc2)c(OC)c1 (stereo not given)	2.8	5	-1	2	-6	3	4	0	-1	0
O=C(Cn1nnc(-c2ccccc2)n1)Nc1ccc2c(c1)OCO2	-1.6	7	-6	-1	6	1	1	-4	0	-3
O=S1(=O)c2ccc(Br)cc2OCCC2CCCCN21 (stereo not given)	-0.5	8	.	-4	5	0	2	1	-1	-3
S=C(NCc1ccco1)Nc1ccc2c(c1)OCCO2	-1.4	-7	4	2	4	5	16	-2	-8	10
COC(=O)c1c(NC(NC(=O)C(C)C)C(Cl)(Cl)Cl)sc2c1CCCC2 (stereo not given)	-1.7	0	4	8	1	3	-1	3	-7	0
COc1ccc(NCC(=O)Nc2cccc(S(=O)(=O)N3CCCC3)c2)cc1Cl	-1.9	-12	1	-2	1	9	-2	-1	-6	5
CC(C)(C)c1cc(NC(=O)COC(=O)c2nccnc2N)n(-c2ccccc2)n1	-2.0	6	-2	0	2	-3	2	1	6	2
CCCCCCOc1ccc(C(=O)O)cc1C#N	-0.7	3	-2	0	-6	8	-11	2	4	4
COc1ccc(C(=O)Oc2ccc3oc(=O)sc3c2)cc1	0.3	-24	45*	3	1	19	-25	76*	-12	-5
Cc1cc(NS(=O)(=O)c2ccc(NC(=S)NC(=O)c3ccncc3)cc2)no1	0.3	12	5	0	0	0	-2	1	-2	-3
CC(=O)c1ccc(NC(=O)Nc2cccnc2)cc1	-2.3	-15	-1	-5	-5	2	-4	-2	-1	2
CCc1ccccc1NC(=O)CN1C(=O)C2CCCN2c2ncc(Cl)cc21 (stereo not given)	-0.1	-3	-18	-3	7	12	3	-3	1	0
O=C(NNC1=Nc2ccccc2SC1)c1ccc(Cl)cc1	0.2	-3	5	-1	-14	2	3	-4	7	6

Full records from above. Order of values: PG9 binder	TDP2 absorb	HTRA1 inhibitor	Rev-erbA mod	TCR-CD3 inh	rCAG binder	SIAE primary	PRMT1 FP inh	ABHD4 inh	LEDGF integ inh
`O=C(NCc1cccs1)C1CC(O)CN1C(=O)Nc1ccccc1` (stereo not given) in the list: -0.1	-2	8	0	6	-1	-5	0	1	0
`Cc1cc(C(=O)N2CCCC(N3CCN(c4cccc(C(F)(F)F)c4)CC3)C2)nn1C` (stereo not given) in the list: -0.5	1	-4	0	2	-10	6	0	-1	1
`COc1cccc(/C=C/C(=O)OCC(=O)NCc2ccc(Cl)cc2)c1` in the list: 0.1	3	-3	1	-3	-6	-5	2	-2	-5
`CC(C)(C)c1cc(NC(=O)COC(=O)c2nccnc2N)n(-c2ccccc2)n1` in the list: -2.0	6	-2	0	2	-3	2	1	6	2
`O=S1(=O)c2ccc(Br)cc2OCCC2CCCCN21` (stereo not given) in the list: -0.5	8	.	-4	5	0	2	1	-1	-3

(further entries)
SMILES	PG9 binder	TDP2 absorb	HTRA1 inhibitor	Rev-erbA mod	TCR-CD3 inh	rCAG binder	SIAE primary	PRMT1 FP inh	ABHD4 inh	LEDGF integ inh
O=S(=O)(Nc1cccc(-c2ccc3nncn3n2)c1)c1cccc(F)c1	-2.0	10	0	-4	10	-7	-10	-5	-4	1
COC(=O)CCCC1=CC2=CC(=O)C(C)(OC(=O)c3cccs3)C(=O)C2=CN1C1CCCC1 (stereo not given)	-1.5	22	5	1	10	6	15	3	17	1
NC(=O)c1ccccc1OCc1nc2ccccc2s1	1.3	-22	-10	2	-3	6	-3	-6	-7	2
CC(=O)Oc1ccc(C(=O)[C@H]2[C@H]3C(=O)N(c4ccccc4)C(=O)[C@H]3[C@@H]3C=CC=NN32)cc1	1.6	2	11	0	4	13	5	13	3	0
O=c1[nH]c2cc3c(cc2cc1CN(CCCO)Cc1nnnn1Cc1ccc(F)cc1)OCO3	-1.5	11	4	-1	7	0	5	2	8	0
COc1ccc(-c2nnc(SCC(=O)Nc3ncc(C)s3)n2-c2ccccc2)cc1OC	-1.9	2	-12	-5	-3	-7	-8	0	-6	-1
Cc1ccc(NC(=O)c2ncn(CC(=O)NCC(C)c3ccccc3)n2)cc1C (stereo not given)	0.7	-10	-2	-8	0	1	3	-3	-4	-1
COC(=O)/C=C1\N/C(=N\c2nc(C)cc(C)n2)N(c2ccc(Cl)cc2)C1=O	-1.1	-1	.	-2	6	4	-1	0	3	0
CCc1nc2c(OCc3cc(Cl)cc(Cl)c3)cccn2c1N(C)C(=O)c1cccc(OC)c1	-4.9	1	.	-2	1	3	12	0	-4	-3
O=C(Nc1ccccc1-c1nc2ccccc2s1)c1ccc(Br)o1	1.0	2	-1	17	2	5	8	-4	1	2
